A549 viability – A549 cytotoxicity, counter-screen for Nrf2 inhibitors. 0.16% of 390,000 active. A549 ARE-Fluc cells, CellTiter-Fluor viability, 18-24 h. AID 504648. Potency, µM (highest dose often 46 µM), inactives show at the highest dose activity change, negative = cytotoxicity, hits mostly inhibitors; note: % is set by controls: 0 for no effect and ±100 for the full control effect
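A549 ARE_Fluc cells in 5% FBS OPTI-MEM were exposed to compounds in concentration-response for 18-24 h at 37 deg C. Viability was read by CellTiter-Fluor fluorescence (Ex 405/Em 525) after 30 min, before the luciferase read.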
Nrf2 ARE act – activators of Nrf2 (ARE) signaling; AID 624171; AREc32 ARE-luciferase reporter (MCF7-derived line), luminescence, 24 h; Potency, µM (titrated, usually from 46.1 µM), for inactives: at the highest dose activation, actives largely listed as activators; 0.31% of 410,000 active; note: % of control where 0% means no effect; nearly all actives have a fitted effect of over 65% in size
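ARE-driven firefly luciferase activity in AREc32 cells measured after a 24 hr compound exposure at 37 deg C, using Steady-Glo reagent and a 30 min room-temperature hold.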
HepG2 viability – counter-screen for TGF-b inhibitors: cytotoxicity in HepG2 cells. HepG2 CAGA-GFP viability, ATP luminescence, 18 h. Potency, µM (highest dose often 46.1 µM), inactives show at the highest dose activity change, negative = cytotoxicity, most hits filed as cytotoxic. 0.76% of 410,000 active. AID 588856; note: some results filed as inactive show a strong effect at the top dose
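HepG2 CAGA-GFP cells (1000/well, DMEM with 1% FBS) received compound, then TGF-beta at 500 pg/mL final, and were incubated 18 hours at 37 degrees C. Viability was read by CellTiter-Glo luminescence. Media-only wells were set as complete cell-killing and DMSO as no toxicity.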
S2 tox – viability counter-screen for ATXN expression inhibitors. S2 cells (HEK-293 line with an ATXN2-luciferase reporter) viability, CellTiter-Fluor protease fluorescence, 24 h. Potency, µM (titrated, usually from 56.7 µM), most hits filed as cytotoxic. 0.49% of 400,000 active; note: nearly all actives have a fitted effect of over 40% in size
MCF10A rerep – DNA re-replication induction in MCF 10a cells; MCF 10A DNA re-replication, Hoechst nuclear intensity, 48 h; Potency, µM (highest dose often 46.1 µM), inactives show top-dose activity, positive = re-replication, usual class: activators; 2.9% of 350,000 active; AID 624296; note: % of control where 0% means no effect; nearly all actives have a fitted effect of over 50% in size
TGFb inhibitor – inhibitors of TGF-b signaling; 1.2% of 410,000 active; HepG2 CAGA-GFP TGF-b/SMAD3 reporter, GFP fluorescence, 18 h; TGF-beta stimulated, 500 pg/mL final; Potency, µM (highest dose often 46.1 µM), for the others: top-dose activity, negative = inhibition, usual class: inhibitors; note: % is set by controls: 0 for no effect and ±100 for the full control effect; nearly all actives have a fitted effect of over 65% in size
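Using HEPG2 CAGA-GFP reporter cells at 1000 cells/well, we pinned test compounds, stimulated with recombinant TGF-beta (500 pg/mL final) and measured total well GFP after 18 h.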
EPAC2 antagonist – blocks human EPAC2 exchange factor; Q8WZA2; EPAC2 GEF exchange of Rap1B-BODIPY-GDP, fluorescence; Potency, µM (highest dose often 114 µM), inactives show at the top dose activity, negative = inhibition, actives largely listed as inhibitors; 0.18% of 360,000 active; note: % is set by controls: 0 for no effect and ±100 for the full control effect; nearly all actives have a fitted effect of over 45% in size; many of its hits are not listed in these tables
Target sequence (Q8WZA2 whole entry, looked up): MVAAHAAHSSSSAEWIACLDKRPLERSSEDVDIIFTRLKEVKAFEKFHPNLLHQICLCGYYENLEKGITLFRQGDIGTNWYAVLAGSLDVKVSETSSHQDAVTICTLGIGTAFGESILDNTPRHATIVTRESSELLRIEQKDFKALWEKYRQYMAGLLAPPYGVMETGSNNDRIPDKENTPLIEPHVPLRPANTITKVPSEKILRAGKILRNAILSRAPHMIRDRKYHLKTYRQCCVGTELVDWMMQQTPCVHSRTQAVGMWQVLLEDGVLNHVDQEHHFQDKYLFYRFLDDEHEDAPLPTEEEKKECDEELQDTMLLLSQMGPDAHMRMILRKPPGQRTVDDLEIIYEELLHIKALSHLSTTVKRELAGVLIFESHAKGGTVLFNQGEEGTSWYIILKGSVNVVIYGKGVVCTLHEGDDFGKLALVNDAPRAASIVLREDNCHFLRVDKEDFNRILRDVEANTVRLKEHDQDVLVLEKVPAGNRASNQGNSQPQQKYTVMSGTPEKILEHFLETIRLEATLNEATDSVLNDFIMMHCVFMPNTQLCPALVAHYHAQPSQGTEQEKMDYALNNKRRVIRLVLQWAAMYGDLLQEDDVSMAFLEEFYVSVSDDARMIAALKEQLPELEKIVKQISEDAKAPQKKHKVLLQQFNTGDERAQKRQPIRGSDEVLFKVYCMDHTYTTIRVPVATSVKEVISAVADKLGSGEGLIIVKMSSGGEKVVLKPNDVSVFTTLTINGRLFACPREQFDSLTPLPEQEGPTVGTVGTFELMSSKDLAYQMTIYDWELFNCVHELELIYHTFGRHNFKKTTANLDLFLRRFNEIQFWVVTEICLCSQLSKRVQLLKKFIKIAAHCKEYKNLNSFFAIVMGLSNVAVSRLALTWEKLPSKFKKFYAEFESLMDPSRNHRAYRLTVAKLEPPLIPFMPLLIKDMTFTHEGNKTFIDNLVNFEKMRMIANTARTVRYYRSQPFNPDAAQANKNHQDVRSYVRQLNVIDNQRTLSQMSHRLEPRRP
ATXN2 expr inh – reduces ATXN2 reporter expression in HEK-293 cells; HEK-293 ATXN2-luciferase reporter, luminescence, 24 h; Potency, µM (doses to about 57 µM), without a hit: at the highest dose activity change, negative = inhibition, actives largely listed as inhibitors; 0.72% of 360,000 active; note: % is set by controls: 0 for no effect and ±100 for the full control effect; nearly all actives have a fitted effect of over 55% in size
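qHTS (up to 57 uM final) was run with 24 h compound exposure of reporter cells at 37 °C. Each well was multiplexed: SteadyGlo luminescence measured ATXN2-luciferase expression after a fluorogenic Gly-Phe-AFC viability readout (25 uM final).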
Nrf2 block – inhibitors of Nrf2 signaling | A549 ARE-Fluc reporter, luciferase luminescence, 18-24 h | Potency, µM (titrated, usually from 46 µM), for inactives: top-dose activity change, negative = inhibition, actives largely listed as inhibitors | 2.1% of 360,000 active | AID 504444; note: % is set by controls: 0 for no effect and ±100 for the full control effect; nearly all actives have a fitted effect of over 60% in size
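Nrf2 activity is the BugLite luminescence, read 15 min after reagent at room temperature, following CellTiter-Fluor cytotoxicity readout (30 min, 37C). Compound titrations were applied for 18-24 h to 5000 A549 ARE_Fluc cells/well in 5% FBS OPTI-MEM.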
Numbers without * were called inactive; i = inactive; ? = inconclusive; . = not tested or not shown; & = joins results of further samples; [ ] = another dose, or the depositor's remark. Calls come from the whole dose curve; as a rule, active = well fitted curve in the direction sought with a large enough effect; inconclusive = small, poorly fitted or top-dose-only effect, or another doubt; inactive = no such curve, though single readings can be large; an effect the other way counts as inactive or inconclusive. Potency is the fitted concentration of half-maximal effect. The list is partial, so the mix of outcomes need not match the whole.

Start of the listing, in advance (four entries):
SMILES | A549 viability | Nrf2 ARE act | HepG2 viability | S2 tox | MCF10A rerep | TGFb inhibitor | EPAC2 antagonist | ATXN2 expr inh | Nrf2 block
Cc1ccc(-c2cc(C(F)(F)F)n3ncc(C(=O)O)c3n2)cc1 | -1% | -0.4% | -35% | i | -1% | 2% | -2% | -12% | -17%
CC(=O)Nc1ccc(S(=O)(=O)Nc2ccc(Cl)cn2)cc1 | 0% | -0.1% | 2% | ? | 4% | 15% | 7% | -13% | -1%
CNS(=O)(=O)c1cccc(C(=O)OCC(=O)Nc2ccc(Cl)cn2)c1 | 2% | -0.5% | 9% | i | 0% | 0% | -1% | 0% | 1%
COC(=O)c1ccc(NC(=O)CC2C(=O)N(c3ccccc3)C(=O)N2Cc2ccco2)cc1 (configuration not stated) | 1% | 12% | -20% | . | . | -3% | . | . | .

The list itself, previewed entries included:
SMILES | A549 viability | Nrf2 ARE act | HepG2 viability | S2 tox | MCF10A rerep | TGFb inhibitor | EPAC2 antagonist | ATXN2 expr inh | Nrf2 block
Cc1ccc(-c2cc(C(F)(F)F)n3ncc(C(=O)O)c3n2)cc1 | -1% | -0.4% | -35% | i | -1% | 2% | -2% | -12% | -17%
CC(=O)Nc1ccc(S(=O)(=O)Nc2ccc(Cl)cn2)cc1 | 0% | -0.1% | 2% | ? | 4% | 15% | 7% | -13% | -1%
CNS(=O)(=O)c1cccc(C(=O)OCC(=O)Nc2ccc(Cl)cn2)c1 | 2% | -0.5% | 9% | i | 0% | 0% | -1% | 0% | 1%
COC(=O)c1ccc(NC(=O)CC2C(=O)N(c3ccccc3)C(=O)N2Cc2ccco2)cc1 (configuration not stated) | 1% | 12% | -20% | . | . | -3% | . | . | .
CCN(Cc1ccncc1)C(=S)Nc1ccccc1 | -2% | -0.9% | 2% | i | -1% | -6% | 13% | -6%[11.3 µM] | 1%
Cc1c(C(=O)OC(C)C)[nH]c2c1C(=O)CCC2 | 1% | -0.3% | -7% | i | 2% | -7% | 5% | 45%[activator] | -19%
CCNC(=O)c1cccc(NC(=O)CC2SC(N3CCCCC3)=NC2=O)c1 (configuration not stated) | 3% | 0.2% | -11% | i | 0% | 0% | -4% | -5% | 14%
COc1ccc(-c2cc(C)no2)cc1S(=O)(=O)N1CCN(c2ccc(C(C)=O)cc2)CC1 | -1% | -0.3% | 2% | . | . | -7% | . | . | 13µM*
CCc1cccc(CC)c1NC(=O)c1cc(CN2C(=O)c3ccccc3C2=O)ccc1OC | 2% | 3.4% | -16% | i | ? | -22% | -10% | 10% | ?
Cc1ccc2cccc(OC(=O)/C=C\c3ccccc3)c2n1 | -8% | 14% | -64% | ? | 24% | ? | -29% | -16% | -3%
Cc1ccc(CSc2ncc(Cl)c(C(=O)Nc3nc4ccc(C)cc4s3)n2)cc1 | -1% | -1.1% | 3% | i | . | -6% | . | 7% | 7%
CCOC(=O)C1=C(C)N=c2s/c(=C\c3ccc(C(=O)O)cc3)c(=O)n2C1c1ccc(F)cc1 (configuration not stated) | -12% | 0.4% | -1% | i | 0% | 0% | ? | 2% | -12%
CCCCSCc1cc(C(=O)O)oc1C(C)(C)C | 4% | -0.1% | 0% | i | 5% | 14% | 10% | -10% | 0%
CCOc1cc(/C=C/C(=O)Nc2ccc(C(=O)NCCN(CC)CC)cc2)ccc1OCC(C)C | ? | -4.3% | 13µM* | . | ? | ? | 4% | . | ?
Cc1cc(C)c(S(=O)(=O)Nc2ccc(O)c(Sc3ncn[nH]3)c2)cc1C | -5% | 1.3% | -1% | i | 5% | 1% | 5% | 7% | 6%
CCOC(=O)CON1C(=O)C(=O)N(OCC(=O)OCC)C2CCCCC21 (configuration not stated) | -4% | -1.1% | 0% | i | -10% | 6% | 13% | 41%[activator] | 0%
CCOC(=O)c1c(C)[nH]c(C)c1S(=O)(=O)N1CCCC(C(=O)N2CCN(c3cccc(Cl)c3)CC2)C1 (configuration not stated) | -15% | -2.1% | -20% | i | . | ? | . | -1% | .
COc1ccccc1OCCC(=O)OCC(=O)c1[nH]c(C)c(C(C)=O)c1C | -21% | ? | -24% | i | ? | -1% | 0% | 9% | ?
Cc1cccc(NC(=O)c2ccc3[nH]c(C)cc(=O)c3c2)c1 | 2% | 0.4% | -3% | i | . | 16% | . | -9% | -9%
Cc1nc2sc(C(=O)c3ccccc3)c(N)c2c(C)c1C | 0% | 26% | 1% | . | -2%[9.22 µM] | ? | -6% | 0% | 18%
Cn1c(=O)c(=O)n(C)c2cc(N3CCCC3)c(NC(=O)c3ccc(C(C)(C)C)cc3)cc21 | 1% | 3.2% | -15% | i | . | -14% | . | -1% | -13%
Cc1ccc(/C=C/C(=O)OCC(=O)NC(C)c2ccccc2)o1 (configuration not stated) | -2% | 8.1% | 4% | i | 1% | 1% | 6% | 5% | 20%
COc1ccc(C(O)c2nc(-c3ccccc3OC)cs2)cc1 (configuration not stated) | . | 0.8% | -7% | i | . | -18% | -16% | 18% | .
CC(C)CN(CC(C)C)S(=O)(=O)N1CCC(C(=O)NCc2ccc(F)cc2)CC1 | ? | 0.2% | -12% | i | ? | -22% | -2% | -8% | -2%
CCOC(=O)c1cnc(SCC(=O)c2ccc(C)cc2)nc1N | 0% | 0.1% | -8% | i | 18% | 3% | -3% | 6% | 8%

Three compounds from above, limited to ATXN2 expr inh and Nrf2 block.
Molecule	ATXN2 expr inh	Nrf2 block
CCOc1cc(/C=C/C(=O)Nc2ccc(C(=O)NCCN(CC)CC)cc2)ccc1OCC(C)C	.	?
Cc1ccc2cccc(OC(=O)/C=C\c3ccccc3)c2n1	-16%	-3%
Cc1cccc(NC(=O)c2ccc3[nH]c(C)cc(=O)c3c2)c1	-9%	-9%

The list goes on.
SMILES | A549 viability | Nrf2 ARE act | HepG2 viability | S2 tox | MCF10A rerep | TGFb inhibitor | EPAC2 antagonist | ATXN2 expr inh | Nrf2 block
CCOc1ccccc1NC(=O)CN(C)S(=O)(=O)c1cnc[nH]1 | 6% | -1.0% | 10% | i | 5% | -1% | 12% | . | 9%
Cc1cc(C)c2nc(NNC(=O)c3ccc(S(=O)(=O)N4CCCC(C)C4)cc3)sc2c1 (configuration not stated) | ? | -1.2% | -41% | i | 15µM* | ? | -3% | -35% | 4.1µM*
Cc1ccccc1NC(=O)C1CCCN1S(=O)(=O)c1ccccc1C(F)(F)F (configuration not stated) | -4% | 0.0% | -1% | i | -3% | 5% | -4% | -9% | 1%
COc1ccc(CCn2c(N3CCOCC3)nc3c2c(=O)[nH]c(=O)n3C)cc1 | -7% | -0.4% | -66% | i | -6% | ? | -6% | -14% | -28%
Cc1ccccc1NS(=O)(=O)c1ccc(C)c(C(N)=O)c1 | -7% | -0.3% | -3% | . | 1% | 0% | 7% | . | 4%
CC(C)Oc1ccc(CNC(=S)Nc2ccccc2)cc1Cl | 5% | 1.2% | -27% | ? | -2% | ? | -14% | . | 8%
CCN(CC)CCNC(=O)COc1ccc(OC)cc1 | 1%&0% | 0.1%&-0.5% | -1%&5% | i | 1%&-4%&8% | 2%&8% | 3%&-2% | 5%&-3%&2% | 2%&-5%
O=C(N=C1N=C2C=CC=CN2Cc2ccccc21)c1ccc(S(=O)(=O)N2CCOCC2)cc1 | 16% | 3.7% | -24% | i | -3% | 1% | -3% | -9% | 16%
Cc1ccc(NC(=O)CSc2ncnc3ccccc23)cc1S(=O)(=O)N1CCCCC1 | ? | 12% | -20% | ? | ? | ? | -1% | ? | 15µM*
CCCc1cc(N2CCCC(C(=O)Nc3c(OC)cccc3OC)C2)n2ncnc2n1 (configuration not stated) | -3% | -0.3% | -4% | i | ? | 0% | -7% | -3% | -44%
COC(=O)c1c(C)sc(-c2c(-c3ccc4c(c3)OCCO4)[nH]c3[nH]c(=O)[nH]c(=O)c23)c1O | 3% | 1.0% | 1% | i | . | 158%[activator] | . | 16% | 10%
O=C(NN(CC(O)COc1ccccc1)CC(O)COc1ccccc1)c1ccccc1 (configuration not stated) | -1% | 0.3% | 6% | i | -3% | 2% | -5% | 7% | 9%
COc1ccc(CCN2CC(C(=O)NCc3nc(C)c(C)s3)CCC2=O)cc1 (configuration not stated) | 6% | -1.2% | 1% | i | 0% | -24% | -2% | 5% | 15%
COc1ccc(-c2cc(=O)c3ccc(O)cc3o2)cc1 | -7% | -0.1% | 2% | i | 19% | 11% | -10% | 29% | 6%
N#CCC(=O)N1CCN(C=O)CC1 | -1% | 0.3% | 4% | i | -3% | -3% | 5% | 5%[11.3 µM] | 4%
CCCCC(=O)Nc1cccc(NC(=O)CC)c1 | -15% | -0.7% | -4% | i | 0% | 4% | 2% | 1% | -10%
C(#CSCc1ccccc1)SCc1ccccc1 | . | 3.2% | -30% | i | . | -12% | 4% | . | .
CC(=O)Nc1cc(-c2ccc(N3CCN(C)CC3)cc2)cn2c(-c3cccc(C(C)=O)c3)cnc12 | . | -0.8%[9.22 µM] | -59% | i | . | ? | 8% | -37% | .
CS(=O)(=O)CCC(C(=O)N1CCOCC1)N1C(=O)c2cc(Cl)c(Cl)cc2C1=O (configuration not stated) | -4% | -0.8% | 3% | i | -3% | -7% | 7% | -1% | ?
COc1ccccc1-c1nc2n(n1)C(c1ccc(Cl)cc1)C(C(N)=O)=C(C)N2 (configuration not stated) | -1% | 3.8% | -3% | i | 2% | 6% | 10% | -1% | 13%
COc1ccc(-c2cc(=O)c3c(C)cc(O)cc3o2)cc1 | -8% | 5.0% | -4% | i | -4% | 0% | -7% | 51%[activator] | 8%
Cc1ccc(NC(=O)C(=O)NN=C2CCCC2)cc1C | 0% | 0.3% | 2% | i | -42%[inhibitor] | -15% | 8% | 40%[activator] | ?
O=C(CCNC(=O)c1ccccc1)NNC(=O)c1ccccc1Br | 2% | 0.3% | -8% | ? | ? | 1% | 11% | -5% | 6%
CCCCN1C(=O)C(=O)NC[C@@H]1C(C)CC (some centres not stated) | 1% | -1.3% | -4% | i | -2% | ? | 2% | 2% | 2%
OCC(O)C1OCOC(C(O)CO)C1O (configuration not stated) | -1% | 0.0% | 1% | i | ? | 3% | 1% | 3% | -10%
